RECQ1 helicase = RECQ1 (human) helicase inhibition; P46063; hit rate 0.54% among 240,000; RECQ1 DNA unwinding, red fluorescence kinetic read; AID 2549; Potency, µM (highest dose often 57.3 µM), inactives show top-dose activity, negative = inhibition, usual class: inhibitors;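 also: plate controls were vehicle for no effect and no enzyme for full effect; nearly all actives have a fitted effect of over 30% in size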
Target sequence (P46063 whole entry, looked up): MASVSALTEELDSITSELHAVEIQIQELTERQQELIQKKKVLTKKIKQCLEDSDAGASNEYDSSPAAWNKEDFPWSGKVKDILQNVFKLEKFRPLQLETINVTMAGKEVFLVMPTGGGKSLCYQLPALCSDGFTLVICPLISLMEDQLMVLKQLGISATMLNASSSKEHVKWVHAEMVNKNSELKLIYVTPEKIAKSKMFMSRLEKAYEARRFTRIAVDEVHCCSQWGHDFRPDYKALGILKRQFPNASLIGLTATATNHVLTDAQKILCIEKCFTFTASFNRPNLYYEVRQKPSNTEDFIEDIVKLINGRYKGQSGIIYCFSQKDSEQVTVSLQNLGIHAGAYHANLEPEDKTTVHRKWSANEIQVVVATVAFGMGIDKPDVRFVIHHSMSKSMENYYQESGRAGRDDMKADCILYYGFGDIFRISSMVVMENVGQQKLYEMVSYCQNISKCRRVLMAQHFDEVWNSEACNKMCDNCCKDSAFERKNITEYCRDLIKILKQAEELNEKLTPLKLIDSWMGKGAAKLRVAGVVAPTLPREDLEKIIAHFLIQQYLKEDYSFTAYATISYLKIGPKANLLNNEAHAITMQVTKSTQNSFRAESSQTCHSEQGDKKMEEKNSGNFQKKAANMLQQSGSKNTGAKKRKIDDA
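RECQ1T1 50 nM; forked duplex (20 bp + 30-nt ss tails) 200 nM, ATP 2 mM final; pH 8.0, 2 mM MgCl2, 2.5 ug/ml poly(dI-dC); 15 min compound preincubation; discontinuous kinetic read over 2 h at RT.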
TR SRC2 fluor cs = Texas Red fluorescence interference in TRb-SRC2 counter-screen; Potency, µM (series often up to 106 µM), inactives show top-dose fluorescence change, negative = quenching; hit rate 0.29% among 280,000; AID 1479; TRb/SRC2 Texas Red total fluorescence interference; active = well fitted curve in either direction with a large enough effect; inconclusive = small, poorly fitted or top-dose-only effect
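Human TRb ligand-binding domain at 0.6 uM with 20 nM Texas Red SRC2 peptide in Tris buffer containing 1 uM T3 and 5% DMSO, incubated with compound 5 h at ambient temperature. Total fluorescence (555/632 nm) calculated as parallel + 2 × perpendicular.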
JMJD2E inh = JMJD2E (human) inhibition; B2RXH2; JMJD2E catalytic domain, FDH-coupled NADH fluorescence (FDH is formaldehyde dehydrogenase); Potency, µM (highest dose often 57.1 µM), for inactives: at the highest dose activity change, negative = inhibition, hits mostly inhibitors; hit rate 1.6% among 230,000; AID 2147; active = well fitted inhibition curve with a large enough effect, not every such curve was filed as active; inconclusive = small, poorly fitted or top-dose-only effect, or another doubt; inactive = no such curve, though single readings can be large or run the other way;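 also: 0% = wells with enzyme and -100% = buffer wells without enzyme; nearly all actives have a fitted effect of over 50% in size; many of its hits are not listed in these tables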
Tau fibril ThT = inhibitors of human tau fibril formation, thioflavin T binding | Potency, µM (highest dose often 57.4 µM), without a hit: at the top dose activity, negative = inhibition, actives largely listed as inhibitors | P10636 | hit rate 2.1% among 270,000 | recombinant tau K18 P301L (four-repeat tau fragment), heparin-induced fibrillization, ThT fluorescence; also: nearly all actives have a fitted effect of over 55% in size
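Recombinant human tau K18 fragment […] carrying P301L, 15 uM unlabeled plus 0.24 uM Alexa 594-labeled, was fibrillized with 20 uM heparin in 100 mM sodium acetate pH 7 for 6 hr at 37 C; 30 uM ThT fluorescence read after 1 hr.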
TRb SRC2 PPI = TRbeta-SRC2 interaction inhibition | TRbeta-SRC2 peptide binding, fluorescence polarization; receptor liganded with 1 µM T3 | Potency, µM (highest dose often 106 µM), for inactives: at the highest dose activity change, negative = inhibition, usual class: inhibitors | hit rate 0.065% among 280,000 | AID 1469;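 also: plate controls were bound peptide for no effect and peptide without receptor for full effect; nearly all actives have a fitted effect of over 50% in size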
Target sequence (P10828 whole entry, looked up): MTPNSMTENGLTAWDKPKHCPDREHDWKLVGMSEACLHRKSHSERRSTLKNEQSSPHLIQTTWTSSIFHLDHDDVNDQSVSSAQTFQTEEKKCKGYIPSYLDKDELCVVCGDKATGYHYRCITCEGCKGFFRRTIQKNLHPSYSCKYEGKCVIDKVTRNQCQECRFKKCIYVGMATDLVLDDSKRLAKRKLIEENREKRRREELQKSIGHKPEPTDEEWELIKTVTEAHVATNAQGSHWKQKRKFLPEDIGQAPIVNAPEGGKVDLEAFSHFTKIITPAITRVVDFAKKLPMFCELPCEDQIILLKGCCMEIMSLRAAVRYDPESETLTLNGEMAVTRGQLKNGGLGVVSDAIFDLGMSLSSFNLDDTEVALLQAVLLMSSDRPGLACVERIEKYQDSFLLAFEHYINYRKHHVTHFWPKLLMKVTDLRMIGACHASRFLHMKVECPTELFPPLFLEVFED
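A fluorescence polarization screen tested compounds at multiple concentrations against complex formation between 0.6 uM TRb ligand-binding domain and 20 nM Texas Red SRC2 peptide, with 1 uM T3 present; readout after 5 hr.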
Tau fibril FP = tau fibrillization inhibition (FP); P10636; K18 P301L tau heparin fibrillization, Alexa594 FP, 6 h; Potency, µM (titrated, usually from 57.7 µM), without a hit: at the highest dose activity, negative = inhibition, actives largely listed as inhibitors; hit rate 0.39% among 280,000; AID 1468; also: nearly all actives have a fitted effect of over 55% in size
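Read-out: fluorescence polarization of Alexa 594-labeled tau (0.24 uM), 555 nm excitation, 632 nm emission. Mixtures held 15 uM unlabeled K18 P301L, compound and 20 uM heparin, pH 7 acetate buffer, incubated 6 hr at 37 C.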
L3MBTL1 inh = inhibitors of human L3MBTL1; hit rate 0.66% among 230,000; Q9Y468; Potency, µM (top dose mostly 57.1 µM), for inactives: at the highest dose activity, negative = inhibition, actives largely listed as inhibitors; AlphaScreen L3MBTL1–H3K9me1 peptide binding; also: nearly all actives have a fitted effect of over 60% in size
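Displacement of a biotinylated histone H3(1-15) peptide monomethylated at Lys9 (75 nM) from L3MBTL1 (50 nM) was measured by AlphaScreen after a 30 min room-temperature compound incubation; cefsulodin titration served as intraplate control.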
GoLoco inh red = inhibitors of human Gai1-RGS12 GoLoco interaction (red fluorophore) | AID 880 | Potency, µM (doses to about 61.6 µM), for the others: at the highest dose activity, negative = inhibition, usual class: inhibitors | hit rate 0.44% among 230,000 | P63096 | Gai1:RGS12 GoLoco peptide FP, rhodamine, 10 min; active = well fitted inhibition curve with a large enough effect, not every such curve was filed as active; inactive = no such curve, though single readings can be large or run the other way; also: nearly all actives have a fitted effect of over 30% in size; many of its hits are not listed in these tables
Starred values were filed as active, the others as inactive; i = inactive; ? = inconclusive; . = no result given; & = joins results of further samples; [ ] = dose if it differs, or a comment. Unless noted, calls follow the shape of the dose curve; as a rule, active = well fitted curve in the direction sought with a large enough effect; inconclusive = small, poorly fitted or top-dose-only effect, or another doubt; inactive = no such curve, though single readings can be large; an effect the other way counts as inactive or inconclusive. Unless noted, % is scaled to controls: 0 for no effect and ±100 for the full control effect; potency is read from the fitted curve at half-maximal effect. A portion of the library; count on the stated rates, not on these rows.

The line under a structure holds: RECQ1 helicase	TR SRC2 fluor cs	JMJD2E inh	Tau fibril ThT	TRb SRC2 PPI	Tau fibril FP	L3MBTL1 inh	GoLoco inh red
#1 COc1ccc(C(=O)CSc2nnc(CNc3ccc(C)cc3C)n2Cc2ccco2)cc1
  i	0%	-26%	?	-14%	7%	-9%	3%
#2 COC(=O)[C@@H]1C[C@H]1[C@@H](NC(C)=O)c1ccccc1
  -1%	-23%	7%	-1%	-7%	-7%	.	-28%
#3 Clc1ccccc1N=C1SCCS1
  -6%	-4%	6%	3%	1%	3%	14%	-3%
#4 CCOc1cc(CO)c(Br)cc1OCC(=O)O
  -11%	3%	-1%	-7%	-14%	-3%	.	-2%
#5 O=C(CN1CCC(n2nnc3cc(F)ccc32)CC1)N1CCCc2ccccc21
  -4%	-2%	5%	-14%	-3%	-1%	10%	0%
#6 NC(=O)C1CCN(C(=O)CCC(=O)c2ccc(Br)cc2)CC1
  -7%	-2%	-6%	-5%	-4%	3%	.	13%
#7 CC(C)CCNC(=O)NC(=O)COC(=O)c1cc(S(=O)(=O)N2CCOCC2)ccc1N1CCCCC1
  11%	0%	2%	2%	-7%	2%	.	-6%
#8 CCOC(=O)N1CCN(c2ccc(C(F)(F)F)cn2)CC1
  -8%	0%	4%	3%	7%	-1%	6%	1%
#9 COC(=O)NC(CC(C)=O)c1ccco1 (stereo not given)
  i[11.5 µM]	-9%[11.2 µM]	.	-13%[11.5 µM]	5%[11.2 µM]	5%[11.6 µM]	.	.
#10 COc1ccc(Cc2c(O)nc(SCC(=O)N3CCCCCC3)[nH]c2=O)cc1
  0%	-3%	0%	?	-7%	-12%	6%	11%
#11 Cc1cccc(N(CC(=O)NC2CCCC2)C(=O)CCCC(=O)Nc2ccccn2)c1
  -3%	0%	4%	-8%	6%	2%	.	1%
#12 O=C(O)CCC(=O)N1CCc2cc(S(=O)(=O)N3CC=C(c4ccccc4)CC3)ccc21
  -17%	-1%	-12%	-13%	-17%	9%	.	43%[activator]
#13 Cc1cc(C(=O)NC(CC(C)C)C(=O)O)cc(C)c1[N+](=O)[O-] (stereo not given)
  6%	-2%	?	-4%	1%	8%	3%	8%
#14 Cc1ccc(C(C)C)c(OCC(=O)NN=C2CCCC2)c1
  i	0%	36%[activator]	-2%	-1%	5%	5%	-2%
#15 O=C(NCc1ccc(F)cc1)C1CCCCN1S(=O)(=O)c1ccc(F)cc1 (stereo not given)
  .	-1%	.	8%	0%	-6%	.	.
#16 CCOC(=O)/C(=N\NC(=O)c1ccccc1)c1ccccc1
  -9%	-7%	-8%	-13%	8%	-1%	.	10%
#17 CC12CC(O)C3c4ccc(O)cc4CCC3C1CCC2=O (stereo not given)
  7%	-3%	-26%	-6%	-3%	-7%	-4%	3%
#18 CN(C)CC(C)(C)CNS(=O)(=O)c1ccc(Cl)c(Cl)c1
  0%&0%	-2%&0%	0%&0%	-2%&-7%	-6%&10%	3%&4%	3%	-4%&0%
#19 O=C(Nc1ccc(-n2nncc2-c2ccco2)cc1)c1cccc(F)c1
  -8%	-1%	-4%	-19%	-9%	-1%	-10%	1%
#20 Cc1csc(SCC(=O)N2CCN(S(=O)(=O)c3ccc(Cl)cc3)CC2)n1
  i	-2%	0%	-2%	-14%	6%	.	7%
#21 COc1ccc(Cl)cc1NC(=O)CN(c1ccccc1)S(=O)(=O)N(C)C
  i	0%	-1%	-5%	-11%	-4%	.	9%
#22 COC(=O)CN1C(c2ccccc2O)Nc2ccc(Br)cc2C1c1ccccc1 (stereo not given)
  -14%	-3%	2%	-11%	-2%	4%	-11%	7%
#23 CCNC(=S)NNC(=O)c1csc2c1CCC(C)C2 (stereo not given)
  i	1%[53 µM]	5%	4%	-18%[53 µM]	-1%	0%	-1%
#24 CN(CCC#N)C(=O)CSc1nnc(-c2ccco2)n1N
  -15%	1%	1%	-1%	0%	7%	-8%	7%
#25 Nc1nc(-c2c(Cl)cccc2Cl)no1
  -11%	-1%	3%	-3%	7%	-1%	3%	11%
#26 COC(=O)c1ccc(OCC(O)Cn2nnc3ccccc32)cc1 (stereo not given)
  i	0%	-13%	?	1%	-18%	9%	-9%
#27 CC(=O)c1cccc(NC(=O)Cn2cc3c(n2)CCCC3)c1
  -13%	-2%	-11%	-5%	-16%	-4%	.	-16%
#28 O=C(NC(Cc1c[nH]c2ccccc12)C(=O)OCC(=O)c1cccc2ccccc12)c1cccs1 (stereo not given)
  -10%	3%	-3%	-13%	-1%	-8%	-15%	16%
#29 Cc1nnc(NC(=O)CSc2nnc(Cc3cccn3C)n2CCc2ccccc2)s1
  i	0%	-2%	-16%	-4%	-9%	-11%	1%
#30 Cn1c(=O)[nH]c(=O)c2c1nc(Br)n2C/C=N/NC(N)=S
  -1%	-4%	-5%	2%	1%	3%	0%	2%
#31 O=C(N/N=C/c1ccc(O)cc1)c1csc2c1CCCC2
  -12%	0%	4%	?	-17%	7%	-4%	-4%
#32 CCCOc1ccccc1NC(=O)c1ccc([N+](=O)[O-])cc1
  -4%	-3%	8%	-9%	-8%	-1%	.	5%
#33 O=C(CCc1nc2ccccc2[nH]1)Nc1ccc2c(c1)OCO2
  -2%	-3%	-8%	?	4%	-1%	-9%[11.4 µM]	24%
#34 Cc1cc([N+](=O)[O-])cc2c1NC(=O)C2(O)N1CCCCCC1 (stereo not given)
  0%	0%	-8%	4%	-8%	4%	8%	4%
#35 CCCCN(CC)S(=O)(=O)c1ccc(C(=O)N(CCCN(C)C)c2nc3cc(C)cc(C)c3s2)cc1
  10%	-2%	-14%	?	8%	3%	-13%	-3%
#36 CCOC(=O)C1CCN(C(=O)CNS(=O)(=O)c2ccc(Br)s2)CC1
  0%	-1%	5%	-8%	-9%	-2%	1%	-1%
#37 Cc1ccc(S(=O)(=O)Nc2ccc3nc(-c4cccc(Cl)c4)oc3c2)cc1
  .	-10%	.	-1%	-1%	?	.	.
#38 CCCCN(CCCC)CCNC(=O)c1cc(=O)[nH]c2ccc(S(=O)(=O)N3CCCCCC3)cc12
  .	0%	.	7%	0%	1%	.	.
#39 Cc1cccc(NC(=O)c2sc3nc(-c4ccccc4)cn3c2C)c1C
  .	?	.	?	1%	-13%	.	.
#40 CCN(C(=O)COC(=O)CNC(=O)c1ccc2ccccc2c1)C1CCS(=O)(=O)C1 (stereo not given)
  -2%	0%	-13%	4%	-3%	-5%	18%	5%
#41 CC1CCc2c(C(=O)Oc3cccc(-n4cnnn4)c3)csc2C1 (stereo not given)
  -12%	-2%	-4%	-15%	-17%	-9%	4%	.
#42 Cc1ccc2nc(-c3cccs3)c(Nc3c(C)cccc3C)n2c1
  .	2%	.	-16%	-5%	-12%	.	.
#43 C=CCn1c(N)c(C(=O)Nc2ccc(C)c(C)c2)c2nc3ccccc3nc21
  -1%	1%	4%	-4%	-9%	-15%	3%	19%
#44 CCC(C)[C@H](NC(=O)NCC1CCCO1)C(=O)OC (stereo not given in full)
  -4%	1%	1%	-8%	-5%	3%	-2%	-5%
#45 O=C(O)C1CC(c2ccccc2)=NO1 (stereo not given)
  i	-4%	-7%	-2%	3%	-1%	.	4%
#46 Cc1ccc(NC(=O)c2ccc(CNc3c(N4CCC(C)CC4)c(=O)c3=O)cc2)cc1
  -6%	-1%	-4%	.	-2%	5%	.	2%
#47 Cn1c(SCC#N)nnc1-c1cccnc1
  -6%	-1%	4%	8%	-4%	3%	-3%	5%
#48 CC1CC(C(F)(F)F)n2nc(C(=O)O)cc2N1 (stereo not given)
  9%	0%	-5%	-4%	2%	-4%	.	-5%
#49 CCN(CC)CCCN1C(=O)C(=O)/C(=C(/O)c2ccc3c(c2)OCCO3)C1c1ccco1 (stereo not given)
  -10%	-5%	?	-17%	0%	-2%	-1%	-4%
#50 Cc1cc(C)n(-c2nc(Nc3ccccc3C(F)(F)F)nc(-n3nc(C)cc3C)n2)n1
  -2%	-2%	5%	-23%	-18%	-11%	-8%	4%

Following part.
The line under a structure holds: RECQ1 helicase	TR SRC2 fluor cs	JMJD2E inh	Tau fibril ThT	TRb SRC2 PPI	Tau fibril FP	L3MBTL1 inh	GoLoco inh red
#51 CCN(CC)C(=O)C1=C(C)Nc2nc3ccccc3n2C1c1cccc(Cl)c1 (stereo not given)
  .	4%	.	-15%	-11%	14%	.	.
#52 CCOC(=O)C1=C(N)Oc2c(c(=O)[nH]c3ccccc23)C1c1ccccc1 (stereo not given)
  -4%	1%	?	8%	-2%	-3%	.	12%
#53 CC(=O)N(c1ccccc1C)S(=O)(=O)c1ccc(Cl)cc1
  -1%	-3%	-13%	1%	1%	3%	0%	2%
#54 COc1ccc(Cl)cc1NC(=S)N(Cc1ccccc1C)CC1CCC(C(=O)O)CC1 (stereo not given)
  -5%	-3%	-6%	-11%	-6%	2%	.	-4%
#55 COc1ccc(-c2cc(C(=O)Oc3cccc(C)c3C)c3ccccc3n2)cc1
  .	-17%	.	-9%	-1%	-18%	.	.
#56 CCOC(=O)N1CCC(NC(=O)Cn2c3ccccc3c3cn[nH]c(=O)c32)CC1
  -7%	-1%	?	-6%	0%	3%	.	-8%
#57 CCOc1ncccc1C(=O)Nc1nnc(C(CC)CC)s1
  -2%	1%	-3%	-6%	2%	-1%	11%	4%
#58 CCN1C(=O)[C@H]2[C@H]3[C@H](O)[C@H](O)C/C(=N/OC[C@@H](O)COCc4ccco4)[C@@H]3CC[C@@H]2C1=O
  -16%[11.5 µM]	-2%&-1%[11.2 µM]	.	7%&1%[11.5 µM]	-1%&1%[11.2 µM]	2%&3%[11.6 µM]	.	.
#59 Cc1cc(C)n(-c2nnc(C)n2NC(=O)c2cccc(Cl)c2)n1
  -7%	0%	-8%	3%	7%	0%	0%	9%
#60 CN1CC(=O)N(CC(=O)Nc2ccc(F)cc2)c2ccccc2C1=O
  i	0%	3%	-2%	-7%	0%	6%	2%
#61 CCCCn1c(=O)nc2n(-c3ccc(Br)cc3)c3ccccc3cc-2c1=O
  .	-8%	.	-11%	?	-1%	.	.

Assay outcomes as filed in PubChem BioAssay.
